Screens: PubChem, National Center for Advancing Translational Sciences (NCATS)
DNA Pol III inh = qHTS Assay for Inhibitors of DNA Polymerase III Holoenzyme System | reconstituted DNA polymerase III holoenzyme replication, biochemical | 0.25% of 71,000 active | Potency, µM (top dose mostly 57.1 µM), for the others: at the top dose activity change, negative = inhibition; further: potency means the concentration at half of the fitted maximal effect; on the % scale 0 is the no-effect control and ±100 the full control effect
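Reconstituted *E. coli* holoenzyme (0.35 nM Pol III, 1 nM beta, 154 nM SSB, 2 nM primase) was preincubated with compound for 15 min at RT. Synthesis on 1.4 nM ssM13Gori ran 35 min, then was stopped with PicoGreen/EDTA and read as dsDNA fluorescence.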
Hsp90 Hop PPI = qHTS Assay for Disrupters of an Hsp90 Co-Chaperone Interaction. Hsp90 C-terminal peptide / TPR2A (Hop) interaction, human. Potency, µM (top dose mostly 57 µM), without a hit: top-dose activity change, negative = inhibition. 0.44% of 71,000 active. AlphaScreen TPR2A-His6 binding biotin-Hsp90 C-terminal peptide; active means well fitted curve in either direction with a large enough effect; inconclusive means small, poorly fitted or top-dose-only effect, or another doubt; further: potency means the concentration at half of the fitted maximal effect; on the % scale 0 is the no-effect control and ±100 the full control effect; many of its hits are not listed in these tables
HADH2 inh = qHTS Assay for Inhibitors of HADH2 (Hydroxyacyl-Coenzyme A Dehydrogenase, Type II) | Potency, µM (titrated, usually from 57.1 µM), inactives show top-dose activity change, negative = inhibition, actives largely listed as inhibitors | recombinant HADH2, NADH fluorescence, beta-hydroxybutyryl-CoA | 3-hydroxyacyl-CoA dehydrogenase type-2 (Homo sapiens), Q99714 | 3.4% of 73,000 active | AID 886, 2007; further: potency means the concentration at half of the fitted maximal effect; on the % scale 0 is the no-effect control and ±100 the full control effect; nearly all actives have a fitted effect of over 60% in size; many of its hits are not listed in these tables
Target sequence (Q99714 whole entry, looked up, one chain of several): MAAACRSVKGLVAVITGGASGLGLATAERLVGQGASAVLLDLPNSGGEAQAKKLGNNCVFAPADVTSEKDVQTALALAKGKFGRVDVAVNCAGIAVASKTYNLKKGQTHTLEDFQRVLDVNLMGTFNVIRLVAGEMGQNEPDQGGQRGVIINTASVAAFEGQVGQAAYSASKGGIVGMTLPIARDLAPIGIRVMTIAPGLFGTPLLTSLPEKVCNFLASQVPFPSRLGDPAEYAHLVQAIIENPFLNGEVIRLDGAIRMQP
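Read-out: 360 nm excitation, 450 nm emission, kinetic over 4 min. Conditions: His-tagged human HADH2 20 nM, pH 9.0 Tris with Tween-20, 1 mM NAD+, 90 uM beta-hydroxybutyryl-CoA.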
BRCT PPI red = qHTS Assay for Inhibitors of BRCT-Phosphoprotein Interaction (Red Fluorophore) | Breast cancer type 1 susceptibility protein (Homo sapiens), P38398 | BRCT-phosphopeptide binding, red fluorescence polarization | Potency, µM (highest dose often 76.9 µM), for inactives: top-dose activity change, negative = inhibition, actives largely listed as inhibitors | 0.03% of 75,000 active | AID 892, 2007; further: on the % scale 0 is the no-effect control and ±100 the full control effect
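Rhodamine-labelled pBACH1 10-mer (100 nM) bound to BRCT domain (100 nM) at pH 7.3; compounds incubated 12 min room temperature, polarization read. Free peptide defines full inhibition; unlabelled decapeptide titrated as control.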
HBB splice mod = qHTS Assay for Modulators of Hemoglobin Beta Chain Splicing. HBB splicing reporter cell assay, activation; EGFP reporter with mutant IVS2-654 intron; response scale: normalised to 500 nM splice-correcting PNA. Potency, µM (top dose mostly 46.1 µM), without a hit: at the top dose activation, hits mostly activators. 0.06% of 65,000 active; further: potency means the concentration at half of the fitted maximal effect; 0% is about no effect
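Compounds were applied for 2 days to HeLa EGFP-654 cells, 500/well in Optimem with 2% FCS. The reporter's EGFP is disrupted by mis-splicing of beta-globin intron IVS2-654. Readout: summed well GFP fluorescence from 488 nm laser scanning; reference was 500 nM antisense […] 654 PNA.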
BRCT PPI green = qHTS Assay for Inhibitors of BRCT-Phosphoprotein Interaction (Green Fluorophore); Potency, µM (titrated, usually from 76.9 µM), inactives show at the highest dose activity change, negative = inhibition, usual class: inhibitors; 0.05% of 75,000 active; AID 875, 2007; Breast cancer type 1 susceptibility protein (Homo sapiens), P38398; BRCA1 BRCT-phosphopeptide binding, green fluorescence polarization;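 further: potency means the concentration at half of the fitted maximal effect; plate controls were peptide without protein for full effect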
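Compounds were incubated for 12 min at room temperature with a complex of 100 nM fluorescein-tagged pBACH1 decapeptide and 250 nM His-tagged BRCT protein. Buffer was phosphate pH 7.3 with EDTA, DTT and Tween 20. Disruption of binding lowers the polarization signal.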
USP2a inh = qHTS Assay for Inhibitors of Ubiquitin-specific Protease USP2a. 0.1% of 60,000 active. Potency, µM (doses to about 38.3 µM), for the others: at the top dose activity change, negative = inhibition, hits mostly inhibitors. USP2a enzymatic assay, qHTS inhibition;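 further: potency means the concentration at half of the fitted maximal effect; nearly all actives have a fitted effect of over 60% in size; plate controls were DMSO for no effect and NEM full inhibition control for full effect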
Target sequence (O75604 whole entry, looked up): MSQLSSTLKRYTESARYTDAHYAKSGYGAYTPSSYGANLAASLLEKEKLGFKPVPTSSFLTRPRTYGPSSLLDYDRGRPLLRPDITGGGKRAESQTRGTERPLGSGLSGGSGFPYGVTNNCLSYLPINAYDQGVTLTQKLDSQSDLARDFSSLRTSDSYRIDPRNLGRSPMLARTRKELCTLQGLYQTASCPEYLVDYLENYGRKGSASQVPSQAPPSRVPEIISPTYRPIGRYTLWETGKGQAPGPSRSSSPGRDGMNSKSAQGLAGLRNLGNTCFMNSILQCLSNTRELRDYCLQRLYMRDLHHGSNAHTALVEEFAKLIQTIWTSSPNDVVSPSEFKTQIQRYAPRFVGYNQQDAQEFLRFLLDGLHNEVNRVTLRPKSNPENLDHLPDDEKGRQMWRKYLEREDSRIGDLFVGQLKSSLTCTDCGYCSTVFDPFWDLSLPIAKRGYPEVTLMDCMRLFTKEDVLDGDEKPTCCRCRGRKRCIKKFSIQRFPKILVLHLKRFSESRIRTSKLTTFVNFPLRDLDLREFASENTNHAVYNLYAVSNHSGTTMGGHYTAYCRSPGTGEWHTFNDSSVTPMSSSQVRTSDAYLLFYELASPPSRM
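20 nM USP2 core + cpd, 30 min RT; add 20 nM Ub-PLA2/20 uM NBD C6-HPC; read Ex460/Em535 at 0 h and 2.5 h. Normalized to NEM; qHTS curve fit/classification.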
UbGFP stabilizer = Ubiquitin-GFP Assay; Ubiquitin-GFP reporter cells, proteasome inhibition, GFP fluorescence; response scale: untreated = 0%, 10 µM MG-132 = 100%; Potency, µM (titrated, usually from 45.9 µM), for inactives: at the top dose activation (GFP accumulation), actives largely listed as activators; 67,000 tested, under 10 active; active means well fitted activation curve with a large enough effect, not every such curve was filed as active; inconclusive means small, poorly fitted or top-dose-only effect, or another doubt; inactive means no such curve, though single readings can be large or run the other way; further: potency means the concentration at half of the fitted maximal effect
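Proteasome blockade was scored as a rise in GFP-expressing U2OS cells carrying a ubiquitin(G76V)-GFP construct, imaged after 4 hr compound treatment at 37 °C across a 46 uM–2.9 nM series.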
Epigenetic mod = qHTS Assay for Epigenetic Modulators | mouse C127i GFP locus derepression, cytometry, 30 h | Potency, µM (doses to about 46.1 µM), inactives show at the top dose GFP derepression (activation) | 0.09% of 68,000 active | AID 597, 2007; further: % of control where 0% means no effect
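Derepression screen: silenced CMV-GFP reporter in murine C127i cells, 30 h compound incubation at 37 C, washed cells imaged by laser-scanning cytometer to enumerate GFP-expressing objects of 20 to 120 um.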
CRE Fsk mod = Cell signaling CRE-BLA (Fsk stim). CHO CRE-bla reporter (cAMP response element driving beta-lactamase), forskolin EC10, beta-lactamase ratio. Potency, µM (series often up to 38.2 µM), for inactives: at the top dose activity change, negative = inhibition, usual class: activators. 2.5% of 71,000 active; active means well fitted activation curve with a large enough effect in the signal ratio, with a control signal flat, not every such curve was filed as active; inconclusive means small, poorly fitted or top-dose-only effect, or effect the other way, or a change in a side signal; the % refers to the signal ratio; further: potency means the concentration at half of the fitted maximal effect; % of control where 0% means no effect
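Reporter-gene assay: CHO cells with beta-lactamase behind cAMP responsive elements, co-treated with compound and EC10 NKH 477 for 3 hours at 37 degrees Celsius. Activity came from the 460/530 nm CCF4 emission ratio.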
ALOX15 inhib = qHTS Assay for Inhibitors of 15-hLO (15-human lipoxygenase) | Polyunsaturated fatty acid lipoxygenase ALOX15 (Homo sapiens), P16050 | purified 15hLO-1, xylenol orange hydroperoxide absorbance | Potency, µM (highest dose often 57.1 µM), inactives show at the top dose activity change, negative = inhibition, usual class: inhibitors | 1.4% of 74,000 active | AID 887, 2007; further: potency means the concentration at half of the fitted maximal effect; on the % scale 0 is the no-effect control and ±100 the full control effect; nearly all actives have a fitted effect of over 55% in size
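Inhibition is scored from a chromogenic endpoint. After 15 min enzyme-compound contact, arachidonic acid (50 uM final) reacts 6 min with 40 nM 15hLO-1 at room temperature, then Fe-XO reagent is added for 30 min and absorbance ratio recorded.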
Starred values were filed as active, the others as inactive; [ ] = another dose, or the depositor's remark. Unless noted, the call rests on the fitted dose curve; in most records, active means well fitted curve in the direction sought with a large enough effect; inconclusive means small, poorly fitted or top-dose-only effect, or another doubt; inactive means no such curve, though single readings can be large; an effect the other way counts as inactive or inconclusive. This is a subset; rates above refer to the full screens.

Results for O=C(Nc1nc(-c2ccccn2)cs1)c1ccc(Cl)s1 ?
DNA Pol III inh: -3.4%; Hsp90 Hop PPI: 7.94µM*; HADH2 inh: 11.9%; BRCT PPI red: 6.8%; HBB splice mod: -1.9%; BRCT PPI green: -2.4%; UbGFP stabilizer: -6.0%; CRE Fsk mod: -1.5%; ALOX15 inhib: 41.9%[activator]

How did Cc1nc(NC(=O)C23CCC(C)(C(=O)O2)C3(C)C)sc1C (configuration not stated) do in these assays?
DNA Pol III inh: 0.1%; Hsp90 Hop PPI: -5.1%; HADH2 inh: -5.9%; BRCT PPI red: 0.3%; HBB splice mod: 0.1%; BRCT PPI green: 0.3%; USP2a inh: -3.6%; UbGFP stabilizer: -3.0%; Epigenetic mod: 2.6%; CRE Fsk mod: 3.1%; ALOX15 inhib: 4.4%

Results for Cc1ccc(S(=O)(=O)N2CCCN(S(=O)(=O)c3ccc4c(c3)OCCO4)CC2)cc1 ?
DNA Pol III inh: -3.4%; Hsp90 Hop PPI: 6.0%; HADH2 inh: 7.8%; BRCT PPI red: -3.5%; BRCT PPI green: -3.9%; USP2a inh: 4.6%; UbGFP stabilizer: 4.6%; Epigenetic mod: 0.0%; CRE Fsk mod: 5.6%; ALOX15 inhib: 6.2%

What do the screens show for `O=C1NC(=O)c2cc(Nc3ccccc3)c(Nc3ccccc3)cc21`?
HADH2 inh: -15.1%; BRCT PPI red: -1.2%; BRCT PPI green: 7.3%; USP2a inh: 1.6%; ALOX15 inhib: -13.2%

How did CCOC(=O)C1Cc2ccccc2CN1 (configuration not stated) do in these assays?
DNA Pol III inh: -0.5%; Hsp90 Hop PPI: -0.9%; HADH2 inh: 4.7%; BRCT PPI red: 0.3%; HBB splice mod: 0.3%; BRCT PPI green: -0.1%; USP2a inh: -4.0%; UbGFP stabilizer: 9.1%; Epigenetic mod: 1.3%; CRE Fsk mod: 4.4%; ALOX15 inhib: -2.0%

Results for Cn1c(=O)n(C)c(=O)n(CC(=O)N2CCCCC2)c1=O ?
DNA Pol III inh: -6.7%; Hsp90 Hop PPI: -0.8%; HADH2 inh: -1.5%; BRCT PPI red: -0.1%; HBB splice mod: -1.1%; BRCT PPI green: -0.4%; USP2a inh: -8.6%; UbGFP stabilizer: 0.7%; Epigenetic mod: -1.6%; CRE Fsk mod: inconclusive; ALOX15 inhib: -2.0%

How did CCOc1ccccc1N1C(=O)c2cccnc2C1=O do in these assays?
DNA Pol III inh: 0.7%; Hsp90 Hop PPI: inconclusive; HADH2 inh: 3.5%; BRCT PPI red: -0.3%; HBB splice mod: -0.4%; BRCT PPI green: -2.3%; UbGFP stabilizer: 6.7%; CRE Fsk mod: -3.8%; ALOX15 inhib: 2.4%

Results for c1ccc(-n2ncc(-c3nn[nH]n3)n2)cc1 ?
DNA Pol III inh: 0.9%; Hsp90 Hop PPI: -1.6%; HADH2 inh: -7.8%; BRCT PPI red: -3.3%; HBB splice mod: 1.1%[9.22 µM]; BRCT PPI green: -0.7%; USP2a inh: -18.2%; UbGFP stabilizer: 12.5%; Epigenetic mod: 1.9%; CRE Fsk mod: -8.3%; ALOX15 inhib: -0.9%

What do the screens show for `Cc1ccc(-c2cc(C(F)F)nc(NCC3CCCO3)n2)cc1` (configuration not stated)?
DNA Pol III inh: -7.7%; Hsp90 Hop PPI: inconclusive; HADH2 inh: 18.1%; BRCT PPI red: 0.1%; HBB splice mod: 0.1%; BRCT PPI green: 1.7%; USP2a inh: -8.5%; UbGFP stabilizer: 23.4%; Epigenetic mod: 2.4%; CRE Fsk mod: inconclusive; ALOX15 inhib: -10.1%

What do the screens show for `Cc1ccc2cc(CN(Cc3cccs3)Cc3nnnn3CC3CCCO3)c(=O)[nH]c2c1` (configuration not stated)?
DNA Pol III inh: -6.7%; Hsp90 Hop PPI: -4.3%; HADH2 inh: -3.8%; BRCT PPI red: -1.1%; HBB splice mod: -2.8%; BRCT PPI green: -2.8%; USP2a inh: 35.3%[activator]; UbGFP stabilizer: 2.1%; Epigenetic mod: 1.4%; CRE Fsk mod: 4.0%; ALOX15 inhib: -12.3%

How did O=C(NCCN1CCOCC1)N1CCOCC1 do in these assays?
DNA Pol III inh: 2.4%; Hsp90 Hop PPI: -2.0%; HADH2 inh: 15.1%; BRCT PPI red: -0.3%; BRCT PPI green: -2.7%; USP2a inh: -5.4%; UbGFP stabilizer: -1.3%; Epigenetic mod: 0.0%; CRE Fsk mod: 4.2%; ALOX15 inhib: 5.0%

Results for Cc1ccc(OCc2nc(C#N)c(N3CCN(Cc4ccccc4)CC3)o2)cc1 ?
DNA Pol III inh: -6.4%; Hsp90 Hop PPI: inconclusive; HADH2 inh: -3.1%; BRCT PPI red: 0.1%; HBB splice mod: -0.5%; BRCT PPI green: -3.0%; USP2a inh: -1.5%; UbGFP stabilizer: 16.7%; Epigenetic mod: 0.0%; CRE Fsk mod: 2.5%; ALOX15 inhib: -5.7%

Results for CCOC(=O)C1CCN(C(=O)c2sc3nc(-c4ccccc4)cn3c2C)CC1 ?
DNA Pol III inh: -2.4%; Hsp90 Hop PPI: -5.0%; HADH2 inh: -7.7%; BRCT PPI red: -0.3%; HBB splice mod: -0.4%; BRCT PPI green: 1.3%; USP2a inh: 14.4%; UbGFP stabilizer: -4.7%; Epigenetic mod: 1.8%; CRE Fsk mod: inconclusive; ALOX15 inhib: -5.4%

How did CCOC(=O)N1CCC(NC(=O)c2cccn3c(=O)c4cc(Br)ccc4nc23)CC1 do in these assays?
DNA Pol III inh: 2.4%; Hsp90 Hop PPI: 0.3%; HADH2 inh: 9.2%; BRCT PPI red: -0.2%; HBB splice mod: 1.6%; BRCT PPI green: -0.2%; USP2a inh: 3.2%; UbGFP stabilizer: 3.3%; Epigenetic mod: 1.6%; CRE Fsk mod: inconclusive; ALOX15 inhib: -8.5%

What do the screens show for `COc1ccc(C(=O)N2CCN(c3ccc(C)cc3C)CC2)cc1OC`?
DNA Pol III inh: -7.7%; Hsp90 Hop PPI: -3.1%; HADH2 inh: -1.2%; BRCT PPI red: 0.8%; HBB splice mod: -0.5%; BRCT PPI green: -0.5%; UbGFP stabilizer: -7.3%; CRE Fsk mod: 8.8%; ALOX15 inhib: -7.4%

What do the screens show for `O=S(=O)(c1ccccc1)N(C1=NCCS1)S(=O)(=O)c1ccccc1`?
DNA Pol III inh: -4.8%; Hsp90 Hop PPI: -0.9%; HADH2 inh: 3.7%; BRCT PPI red: -1.4%; HBB splice mod: -2.7%; BRCT PPI green: -1.3%; USP2a inh: 4.1%; UbGFP stabilizer: -1.3%; Epigenetic mod: 0.0%; CRE Fsk mod: -7.2%; ALOX15 inhib: 0.8%

What do the screens show for `CC(C)[C@@H]1N[C@]2(C(=O)Nc3ccccc32)[C@@H]2C(=O)N(c3cccc(C(F)(F)F)c3)C(=O)[C@@H]21`?
DNA Pol III inh: -3.7%; Hsp90 Hop PPI: 1.6%; HADH2 inh: -20.1%; BRCT PPI red: -1.7%; HBB splice mod: -0.6%; BRCT PPI green: -1.8%; USP2a inh: 14.9%; UbGFP stabilizer: -5.8%; Epigenetic mod: 0.0%; CRE Fsk mod: inconclusive; ALOX15 inhib: -6.5%

Results for COc1cc(C2c3c(oc4ccc(Cl)cc4c3=O)C(=O)N2Cc2ccco2)cc(OC)c1OC (configuration not stated) ?
DNA Pol III inh: 0.8%; Hsp90 Hop PPI: -1.1%; HADH2 inh: 2.0%; BRCT PPI red: -0.1%; HBB splice mod: 1.6%[0.369 µM]; BRCT PPI green: -1.6%; USP2a inh: 3.0%; Epigenetic mod: -2.1%; CRE Fsk mod: -0.9%; ALOX15 inhib: 9.7%
